# TRb SRC2 PPI: TRbeta-SRC2 interaction inhibition. P10828. TRbeta-SRC2 peptide binding, fluorescence polarization; receptor liganded with 1 µM T3. Potency, µM (series often up to 106 µM), inactives show top-dose activity change, negative = inhibition, most hits filed as inhibitors. 0.065% of 280,000 active;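 note: plate controls were bound peptide for no effect and peptide without receptor for full effect; nearly all actives have a fitted effect of over 50% in size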
#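 Decrease in fluorescence polarization of 20 nM Texas Red SRC2 coactivator peptide flagged inhibition of its binding to 0.6 uM TRb LBD; 1 uM T3 included, incubation 5 hr, ex 555/em 632 nm.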
# TR SRC2 fluor cs: counter-screen for TRb-SRC2 inhibitors: fluorescence interference | TRb/SRC2 Texas Red total fluorescence interference | Potency, µM (series often up to 106 µM), without a hit: at the highest dose fluorescence change, negative = quenching | 0.29% of 280,000 active; active = well fitted curve in either direction with a large enough effect; inconclusive = small, poorly fitted or top-dose-only effect; note: % is set by controls: 0 for no effect and ±100 for the full control effect
#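 Flags fluorescent or light-absorbing compounds by total fluorescence, S + 2P, at 555 nm excitation and 632 nm emission. Mixture: 20 nM Texas Red SRC2 peptide, 0.6 uM human TRb LBD, 1 uM T3, 5% DMSO; compound exposure 5 h at ambient temperature.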
# Tau fibril FP: inhibitors of human tau fibril formation. P10636. Potency, µM (top dose mostly 57.7 µM), inactives show at the highest dose activity, negative = inhibition, most hits filed as inhibitors. K18 P301L tau heparin fibrillization, Alexa594 FP, 6 h. 0.39% of 280,000 active; note: % is set by controls: 0 for no effect and ±100 for the full control effect; nearly all actives have a fitted effect of over 55% in size
# Target sequence (P10636 561-689 P618L limits assumed): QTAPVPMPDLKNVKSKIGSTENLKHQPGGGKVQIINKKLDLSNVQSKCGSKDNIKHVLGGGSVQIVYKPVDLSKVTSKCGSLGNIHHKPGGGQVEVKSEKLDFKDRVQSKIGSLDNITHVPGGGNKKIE
#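 FP of Alexa 594-tau after heparin (20 uM) induction. Substrate: human K18 P301L, 15 uM unlabeled, 0.24 uM labeled. Buffer 100 mM sodium acetate pH 7. 6 hr, 37 C.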
# Tau fluor cs: counter-screen for tau fibril formation inhibitors; Potency, µM (highest dose often 57.7 µM), for inactives: at the highest dose activity change, negative = decrease; AID 1463; 0.93% of 280,000 active; tau K18 P301L Alexa594 fluorescence, heparin fibrillization; note: % is set by controls: 0 for no effect and ±100 for the full control effect; nearly all actives have a fitted effect of over 55% in size
#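 Human tau K18 P301L (15 uM unlabeled, 0.24 uM Alexa 594-labeled) in 100 mM sodium acetate pH 7 with 20 uM heparin, 6 hr at 37 C. ThT 30 uM added, 1 hr ambient; Alexa 594 FP and total fluorescence read at 555/632 nm.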
# Tau fibril ThT: blocks human tau fibril formation measured by thioflavin T; P10636; recombinant tau K18 P301L (four-repeat tau fragment), heparin-induced fibrillization, ThT fluorescence; Potency, µM (doses to about 57.4 µM), for inactives: at the top dose activity, negative = inhibition, most hits filed as inhibitors; 2.1% of 270,000 active; AID 1460; note: % is set by controls: 0 for no effect and ±100 for the full control effect; nearly all actives have a fitted effect of over 55% in size
#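 Recombinant human tau K18 fragment […] carrying P301L, 15 uM unlabeled plus 0.24 uM Alexa 594-labeled, was fibrillized with 20 uM heparin in 100 mM sodium acetate pH 7 for 6 hr at 37 C; 30 uM ThT fluorescence read after 1 hr.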
# L3MBTL1 inh: L3MBTL1 (human) inhibition | Q9Y468 | AlphaScreen L3MBTL1–H3K9me1 peptide binding | Potency, µM (top dose mostly 57.1 µM), without a hit: top-dose activity, negative = inhibition, hits mostly inhibitors | 0.66% of 230,000 active | AID 485360; note: % is set by controls: 0 for no effect and ±100 for the full control effect; nearly all actives have a fitted effect of over 60% in size
#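 L3MBTL1 50 nM + b-AHA-H3(1-15)K9me1 75 nM, 30 min RT; compound added, 30 min RT; streptavidin donor/Ni-chelate acceptor beads 10 ug/mL each final, 30 min RT dark; AlphaScreen read.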
# HTT cytoprotect: cytoprotection in Huntington HTT-Q103 PC12 cell model | PC12 HTT-Q103 induced, cytoprotection, ATP luminescence, 40 h | Potency, µM (top dose mostly 56.4 µM), without a hit: cytoprotection (ATP increase), hits mostly activators | 0.14% of 230,000 active | AID 1471;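 note: % of control where 0% means no effect; nearly all actives have a fitted effect of over 45% in size; toxic huntingtin expression switched on by the ecdysone agonist tebufenozide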
#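 Quantitative HTS on tebufenozide-induced (100 nM) PC12 cells expressing HTTQ103 exon 1–GFP; compounds tested as a concentration series; survival measured via cellular ATP.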
# RECQ1 helicase: RECQ1 (human) helicase inhibition; P46063; RECQ1 DNA unwinding, red fluorescence kinetic read; Potency, µM (highest dose often 57.3 µM), for the others: at the highest dose activity, negative = inhibition, usual class: inhibitors; 0.54% of 240,000 active; AID 2549;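 note: plate controls were vehicle for no effect and no enzyme for full effect; nearly all actives have a fitted effect of over 30% in size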
# Target sequence (P46063 whole entry, looked up): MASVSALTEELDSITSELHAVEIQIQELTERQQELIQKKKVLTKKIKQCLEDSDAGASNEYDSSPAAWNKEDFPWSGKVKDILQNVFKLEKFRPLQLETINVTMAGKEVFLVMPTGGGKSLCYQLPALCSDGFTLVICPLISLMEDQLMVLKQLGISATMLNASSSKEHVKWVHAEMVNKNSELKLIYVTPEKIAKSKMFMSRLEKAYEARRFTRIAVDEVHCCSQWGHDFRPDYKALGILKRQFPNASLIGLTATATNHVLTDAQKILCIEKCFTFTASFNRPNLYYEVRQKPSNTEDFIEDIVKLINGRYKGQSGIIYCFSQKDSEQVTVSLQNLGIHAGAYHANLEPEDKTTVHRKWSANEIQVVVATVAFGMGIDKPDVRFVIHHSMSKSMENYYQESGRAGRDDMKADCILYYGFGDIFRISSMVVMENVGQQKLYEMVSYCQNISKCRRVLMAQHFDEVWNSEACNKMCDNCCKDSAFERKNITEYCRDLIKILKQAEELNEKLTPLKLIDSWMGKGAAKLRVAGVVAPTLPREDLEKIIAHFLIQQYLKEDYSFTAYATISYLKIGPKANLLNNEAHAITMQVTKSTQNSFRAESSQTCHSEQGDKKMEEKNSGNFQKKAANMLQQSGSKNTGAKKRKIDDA
#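 RECQ1T1 50 nM; forked duplex (20 bp + 30-nt ss tails) 200 nM, ATP 2 mM final; pH 8.0, 2 mM MgCl2, 2.5 ug/ml poly(dI-dC); 15 min compound preincubation; discontinuous kinetic read over 2 h at RT.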
# * hit, by the source's call; i = inactive; ? = inconclusive; nt = not tested or not shown; & = joins results of further samples; [ ] = another dose, or the depositor's remark. Unless noted, calls come from the whole dose curve; as a rule, active = well fitted curve in the direction sought with a large enough effect; inconclusive = small, poorly fitted or top-dose-only effect, or another doubt; inactive = no such curve, though single readings can be large; an effect the other way counts as inactive or inconclusive. Potency is the fitted concentration of half-maximal effect. The list is partial; count on the stated rates, not on these rows.
# Under each structure: TRb SRC2 PPI	TR SRC2 fluor cs	Tau fibril FP	Tau fluor cs	Tau fibril ThT	L3MBTL1 inh	HTT cytoprotect	RECQ1 helicase
O=[N+]([O-])c1cccc(/C=N/n2cnnc2)c1
 : 1%	-4%	3%	-9%	-10%	14%	23%[10 µM]	i
O=C(COC(=O)C1CCCCC1)Nc1cc([N+](=O)[O-])ccc1F
 : -6%	-4%	1%	-9%	-6%	-4%	-40%[inhibitor]	i
O=C(c1ccccn1)c1cc2ccccc2n1S(=O)(=O)c1ccccc1
 : 2%	-3%	?	-23%	-2%	-6%	nt	i
O=C1C2C3c4ccccc4C(c4ccccc43)C2C(=O)N1CN1CCOCC1 (configuration not stated)
 : -3%	-3%	-2%	3%	-5%	-2%	-14%[10 µM]	0%
COC(=O)c1cn(CC(=O)N2C(C)CCCC2C)c2ccccc12 (configuration not stated)
 : 2%	-2%	-2%	-5%	-4%	6%	3%[10 µM]	-1%
CC(c1nnc(SCC(=O)Nc2ccc3[nH]c(=O)[nH]c3c2)n1Cc1ccccc1)N(C)C (configuration not stated)
 : -16%	-5%	8%	-9%	?	-2%	-4%	-2%
CCCCN(C)C(=O)CCC(=O)NNc1nc2ccccc2c2nc(C)nn12
 : 1%&3%	-5%&0%	1%&10%	3%&-4%	1%&1%	4%	-3%[10 µM]	-4%
CCCN1CCN(CCCNC(=O)c2cnn(-c3ccc(C)cc3)c2-n2cccc2)CC1
 : 2%	0%	6%	4%	0%	nt	nt	nt
COC(=O)c1ccc(NC(=O)CCc2c(C)nn(-c3ccc(N4CCOCC4)nn3)c2C)cc1
 : 1%	-1%	-2%	-4%	?	nt	nt	nt
O=S(=O)(N/N=C/c1ccc(N2CCOCC2)cc1)c1ccc(Br)cc1
 : -2%	-3%	7%	?	?	nt	-22%	3%
C=CCSC(CC)(CC)C(N)=O
 : 0%	-1%	12%	1%	1%	10%	24%[10 µM]	i
CCOC(=O)Cc1csc(NC(=O)c2cc(C)cc(C)c2)n1
 : -5%	0%	-1%	-12%	-11%	3%	9%	17%
OCCC1CN(Cc2ccccc2-c2ccco2)CCN1Cc1ccsc1 (configuration not stated)
 : -4%	-2%	5%	6%	-1%	-13%	-18%[10 µM]	i
COc1ccc(CCNC(=O)CCc2cn(Cc3ccc(F)cc3)c3ccccc23)cc1OC
 : 5%	-5%	11%	-23%	-14%	nt	nt	nt
COc1ccc(/C=C/C(=O)c2cc(F)ccc2OC(=O)c2ccccc2OC)cc1OC
 : 3%	1%	-12%	-1%	?	nt	-6%	-1%
CC(C)c1cc(C(=O)Nc2ccc3c(c2)OCO3)no1
 : -6%	0%	7%	-9%	?	-9%	-4%	0%
COc1ccccc1Nc1cc(C)nc2c(C)ccc([N+](=O)[O-])c12
 : 10%	-1%	10%	?	?	?	nt	-4%
CC(=O)N1CCCc2cc(S(=O)(=O)N3CCN(C4CCCCC4)CC3)ccc21
 : -23%	0%	-3%	-11%	-3%	0%	18%[10 µM]	-14%
Cc1nc2nc(NC(=O)c3ccc(C(C)(C)C)cc3)[nH]n2c(=O)c1Cl
 : -1%	-1%	-10%	4%	?	nt	nt	nt
CC(C)CC(=O)Nc1nnc(SCC(=O)NCc2ccco2)s1
 : 2%	8%	5%	1%	-1%	3%	15%[10 µM]	-6%
CCN1CCCC1CNC(=O)CSCc1nc(-c2ccccc2C)oc1C (configuration not stated)
 : -6%	-7%	0%	-1%	-17%	-2%	-22%	-3%
CCOC(=O)c1sc(NC(=O)c2nc3nc(C)cc(C(F)F)n3n2)c(C(=O)OC(C)C)c1C
 : 0%	-9%	-12%	-4%	0%	nt	nt	nt
O=C(Nc1ccc2c(c1)CCCN2C(=O)c1cccs1)c1ccccc1
 : 1%	1%	4%	-14%	-8%	nt	nt	nt
CCOc1ccc(S(=O)(=O)N2CCc3cc(OC)c(OC)cc3C2)cc1
 : -5%	-1%	6%	-2%	1%	-17%	nt	-4%
COc1ccc(C)cc1NC(=S)NN1CCN(C)CC1
 : -3%	-5%	5%	-2%	0%	1%[11.4 µM]	-3%	i
O=C(NC(Cc1ccccc1)C(=O)O)/C(=C/c1ccccc1)NC(=O)c1ccccc1 (configuration not stated)
 : -7%	-1%	2%	-6%	-7%	10%	30%[10 µM]	-1%
Cc1cc2c(=O)c(C(=O)c3ccncc3)cn(CC(=O)Nc3cccc(C)c3C)c2cc1C
 : -7%	-2%	-16%	-14%	?	nt	nt	nt
COC(=O)CC1(C(=O)OC)Oc2ccc(Br)cc2C(=O)N1c1cc(Cl)cc(Cl)c1 (configuration not stated)
 : 0%	-1%	-1%	-23%	-17%	-16%	3%[10 µM]	6%
CCOC(=O)c1c(C)[nH]c(CCC(=O)Nc2ccc(Cl)cc2C)c1C
 : 2%	-2%	0%	-22%	-14%	nt	nt	nt
COc1cccc(-c2nc(SCC(=O)NC3CCCC3)c(-c3ccc(C)cc3)[nH]2)c1
 : 1%	-1%	?	11µM*[quencher]	-16%	nt	nt	nt

# 12 entries already listed, sorted by molar mass, high to low:
# Under each structure: TRb SRC2 PPI	TR SRC2 fluor cs	Tau fibril FP	Tau fluor cs	Tau fibril ThT	L3MBTL1 inh	HTT cytoprotect	RECQ1 helicase
COC(=O)CC1(C(=O)OC)Oc2ccc(Br)cc2C(=O)N1c1cc(Cl)cc(Cl)c1 (configuration not stated)
 : 0%	-1%	-1%	-23%	-17%	-16%	3%[10 µM]	6%
CCOC(=O)c1sc(NC(=O)c2nc3nc(C)cc(C(F)F)n3n2)c(C(=O)OC(C)C)c1C
 : 0%	-9%	-12%	-4%	0%	nt	nt	nt
CC(c1nnc(SCC(=O)Nc2ccc3[nH]c(=O)[nH]c3c2)n1Cc1ccccc1)N(C)C (configuration not stated)
 : -16%	-5%	8%	-9%	?	-2%	-4%	-2%
CCCN1CCN(CCCNC(=O)c2cnn(-c3ccc(C)cc3)c2-n2cccc2)CC1
 : 2%	0%	6%	4%	0%	nt	nt	nt
O=S(=O)(N/N=C/c1ccc(N2CCOCC2)cc1)c1ccc(Br)cc1
 : -2%	-3%	7%	?	?	nt	-22%	3%
CCN1CCCC1CNC(=O)CSCc1nc(-c2ccccc2C)oc1C (configuration not stated)
 : -6%	-7%	0%	-1%	-17%	-2%	-22%	-3%
CCCCN(C)C(=O)CCC(=O)NNc1nc2ccccc2c2nc(C)nn12
 : 1%&3%	-5%&0%	1%&10%	3%&-4%	1%&1%	4%	-3%[10 µM]	-4%
CCOC(=O)c1c(C)[nH]c(CCC(=O)Nc2ccc(Cl)cc2C)c1C
 : 2%	-2%	0%	-22%	-14%	nt	nt	nt
COc1ccccc1Nc1cc(C)nc2c(C)ccc([N+](=O)[O-])c12
 : 10%	-1%	10%	?	?	?	nt	-4%
CC(C)c1cc(C(=O)Nc2ccc3c(c2)OCO3)no1
 : -6%	0%	7%	-9%	?	-9%	-4%	0%
O=[N+]([O-])c1cccc(/C=N/n2cnnc2)c1
 : 1%	-4%	3%	-9%	-10%	14%	23%[10 µM]	i
C=CCSC(CC)(CC)C(N)=O
 : 0%	-1%	12%	1%	1%	10%	24%[10 µM]	i

# (further entries)
# Under each structure: TRb SRC2 PPI	TR SRC2 fluor cs	Tau fibril FP	Tau fluor cs	Tau fibril ThT	L3MBTL1 inh	HTT cytoprotect	RECQ1 helicase
CCCCN(C)C(=O)c1ccc2c(c1)NC(=O)C(CC(C)C)N2 (configuration not stated)
 : -7%	-1%	2%	-14%	-9%	nt	nt	nt
Cc1cc(C)cc(C(=O)Nc2nnc(SCC(=O)N3CCCc4ccccc43)s2)c1
 : 5%	-1%	10%	0%	4%	-11%	2%[10 µM]	1%
Clc1ccc(C2CC(c3cccs3)n3ncnc3N2)cc1Cl (configuration not stated)
 : -2%	0%	4%	-3%	-3%	-10%	16%	i
Nc1c(-c2nc(-c3ccccc3)no2)nnn1CC(=O)Nc1cccc(F)c1
 : 0%	-2%	?	3%	15%	nt	nt	nt
S=c1[nH]nc(-c2cc(-c3ccccc3)n[nH]2)n1/N=C/c1cccs1
 : 5%	-3%	-15%	?	?	-17%	1%[10 µM]	-3%
CCc1ccccc1NC(=O)C1CCC(CNS(=O)(=O)c2ccc3c(c2)CC(C)N3C(C)=O)CC1 (configuration not stated)
 : -7%	-2%	2%	-8%	-3%	nt	nt	nt
COc1ccc(Cl)c(Cn2c(NCCCN(C)C)nc3c2c(=O)n(C)c(=O)n3C)c1
 : 0%	-1%	5%	2%	-4%	nt	7%	5%
COC(=O)c1c(N)nc(C)n1-c1ccc(OC)cc1
 : -5%	2%	-2%	0%	-1%	0%	-1%	i
O=C(O)c1ccc(CSc2nc3ccc(N4C(=O)C5C6C=CC(C6)C5C4=O)cc3s2)cc1 (configuration not stated)
 : 9%	-1%	-10%	-2%	?	-10%	-10%[0.074 µM]	-2%
O=C(COc1ccccc1Cl)Nc1ccc(-c2nc3ccccc3s2)cc1
 : -7%	2%	-13%	-7%	?	nt	nt	nt
Cc1c(C(=O)O)cccc1-c1ccc(/C=N/Nc2ccc(Br)cc2)o1
 : 1%	-7%	-12%	?	11µM*	-7%	nt	3%
O=C(c1ccc(COc2ccccc2[N+](=O)[O-])o1)N1CCCCCC1
 : 12%	2%	-4%	-16%	-12%	1%	8%	i
O=C(N/N=C/c1ccsc1)c1ccc2ccccc2n1
 : 3%	-7%	-10%	-8%	?	-3%	7%	-3%
COc1ccc2c(Sc3ccc(Cl)cc3)c(C(=O)NCCCN3CCCCC3)[nH]c2c1
 : -11%	1%	0%	-1%	-3%	nt	nt	nt

# Screens deposited in PubChem by National Center for Advancing Translational Sciences (NCATS).
